Assay outcomes (PubChem)
TDP1 block: blocks human tyrosyl-DNA phosphodiesterase 1; Q9NUW8; recombinant TDP1, AlphaScreen DNA substrate cleavage; Potency, µM (doses to about 130 µM), for the others: at the top dose activity change, negative = inhibition, usual class: inhibitors; actives 0.28% (n = 350,000); AID 485290; further: nearly all actives have a fitted effect of over 40% in size
Target sequence (Q9NUW8 whole entry, looked up): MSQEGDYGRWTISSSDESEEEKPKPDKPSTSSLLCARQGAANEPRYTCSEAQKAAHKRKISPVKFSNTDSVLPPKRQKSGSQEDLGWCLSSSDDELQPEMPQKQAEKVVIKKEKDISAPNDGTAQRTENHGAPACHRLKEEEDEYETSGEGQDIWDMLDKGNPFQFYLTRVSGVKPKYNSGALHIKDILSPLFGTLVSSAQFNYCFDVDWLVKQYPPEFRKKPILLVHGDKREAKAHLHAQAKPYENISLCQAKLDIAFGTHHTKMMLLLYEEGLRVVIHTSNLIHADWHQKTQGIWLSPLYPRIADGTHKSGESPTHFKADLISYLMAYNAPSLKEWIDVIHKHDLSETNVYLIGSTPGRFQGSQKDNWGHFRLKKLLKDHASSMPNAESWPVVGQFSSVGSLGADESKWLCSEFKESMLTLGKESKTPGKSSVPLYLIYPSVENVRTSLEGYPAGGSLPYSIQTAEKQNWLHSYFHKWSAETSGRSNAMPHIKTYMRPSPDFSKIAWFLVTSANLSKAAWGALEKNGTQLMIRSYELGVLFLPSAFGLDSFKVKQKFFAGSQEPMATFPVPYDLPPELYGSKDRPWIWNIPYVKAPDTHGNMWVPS
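Here, a 5' biotin and 3' phosphotyrosine-FITC DNA oligonucleotide reports Tdp1 activity: intact substrate bridges AlphaScreen beads, while cleavage leaves a 3' phosphate and drops signal. All incubations at room temperature.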
TDP1 cell CPT: DT40-hTDP1 cell growth loss with CPT; chicken DT40 Tdp1-/-;hTDP1 cells + 20 nM CPT, ATP luminescence, 48 h; Potency, µM (highest dose often 46.2 µM), inactives show at the highest dose activity change, negative = growth inhibition, hits mostly inhibitors; actives 12% (n = 420,000); AID 686979; further: nearly all actives have a fitted effect of over 55% in size
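Chicken DT40 Tdp1-/- cells complemented with human TDP1, 400 cells/well, exposed to compounds plus 20 nM camptothecin for at least 48 h at 37 C; viability read as ATP content by CellTiter-Glo luminescence.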
TDP1 cell noCPT: qHTS for Inhibitors of human tyrosyl-DNA phosphodiesterase 1 (TDP1): qHTS in cells in absence of CPT; DT40 Tdp1-/- hTDP1 cells, no CPT, ATP luminescence, 48 h; Potency, µM (series often up to 46.2 µM), without a hit: top-dose activity change, negative = growth inhibition, actives largely listed as inhibitors; actives 15% (n = 420,000); AID 686978, 2013; further: nearly all actives have a fitted effect of over 55% in size
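Chicken DT40 Tdp1-/- cells complemented with human TDP1, screened without camptothecin (DMSO vehicle only), 400 cells/well. Compounds pin-transferred, cells incubated at 37 °C for at least 48 hr. Growth read as ATP-dependent luminescence (CellTiter-Glo, 30 min at RT).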
Numbers without * were called inactive; u = inconclusive; x = no result given; & = joins results of further samples; [ ] = remark or other dose. The call rests on the fitted dose curve; in most records, active means well fitted curve in the direction sought with a large enough effect; inconclusive means small, poorly fitted or top-dose-only effect, or another doubt; inactive means no such curve, though single readings can be large; an effect the other way counts as inactive or inconclusive. On the % scale 0 is the no-effect control and ±100 the full control effect; potency means the concentration at half of the fitted maximal effect. Compounds as they come; 18% or so of the library scored in one or more.

SMILES	TDP1 block	TDP1 cell CPT	TDP1 cell noCPT
Cc1nn(-c2ccccc2)c2c1C1(C(=O)N(C(C)C)c3ccccc31)C(C#N)=C(N)O2 (stereo not given)	5%	9.2µM*	16µM*
N/C(=N\OC(=O)CCCc1ccccc1)c1cccnc1	-4%	-4%	-11%
CCN(c1ccccc1)S(=O)(=O)c1ccc(OC)c(NC(=O)c2ccccc2OC)c1	0%	21µM*	u
Cc1ccc(S(=O)(=O)Nc2c(C)[nH]c(=O)[nH]c2=O)cc1C	0%	-18%	6%
COc1cc(NC(=O)N2CCc3nc(NCc4cccc(Oc5ccccc5)c4)ncc3C2)cc(OC)c1OC	x	u	u
COc1ccc(CC(Cc2ccc(OC)c(OC)c2)NC=O)cc1OC	x	-13%	2%
COc1ccc2cc(OCC(=O)NNC(=O)Nc3ccc(C(C)=O)cc3)ccc2c1	-4%	u	u
CCOC(=O)C1CCCN(C(=O)c2cc(-c3ccccc3)on2)C1 (stereo not given)	-1%	-19%	-17%
OC(CNCc1ccco1)COc1ccccc1 (stereo not given)	3%	1.2µM*	-41%
COc1ccccc1Oc1ccc(N2CC(C(=O)OCC(=O)c3ccc(F)cc3)CC2=O)cc1 (stereo not given)	2%	-3%	-21%
N/C(=N\OC(=O)c1csnn1)c1ccc(C(F)(F)F)cc1	x	1%	-23%
CCCCCCCCCOC(=O)C(CC(=O)O)N1CCOCC1 (stereo not given)	1%	-5%	-3%
Cc1nc2ccc(S(=O)(=O)NCC(=O)N3CCOCC3)cc2s1	0%	0%	-6%
COc1ccc(S(=O)(=O)N2CCc3ccccc32)cc1C(=O)NCCc1ccccn1	5%	-27%	-11%
CC1CCCCC12NC(=O)N(Cn1nnc3ccccc3c1=O)C2=O (stereo not given)	0%	-1%	-13%
CNCCOc1nc(N2CCOCC2)nc(C)c1[N+](=O)[O-]	-9%	-23%	-14%
CCCC/C(O)=N\S(=O)(=O)c1ccc(N=NN(C)C)cc1	-2%	8%	1%
CSC1=NC2(CCCCC2)C2=C(CCCC2)N1	2%	-10%	-13%
Cc1ccc(N(C)S(=O)(=O)c2cccc(C(=O)OCC(=O)N3CCCC(C)C3)c2)cc1 (stereo not given)	-1%[56.1 µM]	7%	4%
C[C@]12c3[nH]c4cc(-c5ccco5)ccc4c3CCN1C(=O)[C@@H](CC(=O)NCCc1ccccn1)C[C@@H]2C(=O)N1CCOCC1	2%[56.1 µM]	u	u
Cc1ccc(NC(=O)c2cc(S(=O)(=O)N3CCCCC3)c[nH]2)cc1F	0%	2%&5%	2%&-12%
Cc1ccc2cc(C(c3nnnn3C3CCCC3)N(Cc3ccccc3)Cc3ccco3)c(=O)[nH]c2c1 (stereo not given)	6%	21µM*	u
O=C1N/C(=N/NC(=O)c2cccc3ccccc23)S/C1=C\c1ccccc1OCc1ccccc1	10%	u	u
CN(C)S(=O)(=O)c1ccc(NC(=O)CSc2nnc(-c3ccco3)n2N)cc1	0%	-16%	-6%
COc1cc(C(C)=O)ccc1Oc1ncccn1	x	4%	1%

In a second layout: 4 of the compounds above.
> COc1cc(NC(=O)N2CCc3nc(NCc4cccc(Oc5ccccc5)c4)ncc3C2)cc(OC)c1OC
  TDP1 block: x | TDP1 cell CPT: u | TDP1 cell noCPT: u
> COc1ccc(CC(Cc2ccc(OC)c(OC)c2)NC=O)cc1OC
  TDP1 block: x | TDP1 cell CPT: -13% | TDP1 cell noCPT: 2%
> COc1ccc2cc(OCC(=O)NNC(=O)Nc3ccc(C(C)=O)cc3)ccc2c1
  TDP1 block: -4% | TDP1 cell CPT: u | TDP1 cell noCPT: u
> CCOC(=O)C1CCCN(C(=O)c2cc(-c3ccccc3)on2)C1 (stereo not given)
  TDP1 block: -1% | TDP1 cell CPT: -19% | TDP1 cell noCPT: -17%

Other compounds:
SMILES	TDP1 block	TDP1 cell CPT	TDP1 cell noCPT
CCCC(=O)Nc1ccc2c(c1)COC2=O	1%	-1%	7%
CN(Cc1cccs1)C(=O)COC(=O)CNC(N)=O	0%	-12%	-1%
O=C(NCc1ccc(F)cc1)c1cc2c(cc1Cl)N1CCCCCC1=NS2(=O)=O	0%	-17%	1%
C[C@@H](NC(=O)c1[nH]cnc1C(=O)Nc1ccc(Cl)cc1)c1ccccc1	-1%	u	u
COC(C/C=C\[C@@H](O)[C@H](C)OCc1ccccc1)OC	x	-14%	-8%
CC(C)CC(=O)Nc1cc([N+](=O)[O-])ccc1Cl	1%	-19%	-5%
CCOc1ccc(S(=O)(=O)O)c2cccnc12	7%	-6%	-4%
CCC(CC)NC(=O)COC(=O)c1cc(SC)ccc1Cl	2%	3%	0%
COc1cccc(C(NC(C)=O)c2nc(-c3ccccc3C)cs2)c1 (stereo not given)	x	-10%	u
COc1ccc(NC(=O)C2(C)CCN2Cc2ccc(OC(C)C)cc2)cc1OC (stereo not given)	x	u	u
O=c1c(CCc2ccccc2)nc2cncnc2n1Cc1ccccc1Cl	x	-15%	-6%
Nc1nnc2c(n1)[nH]c1ccccc12	8%	-19%	u
CCOC(=O)C1=C(CC)Nc2ccccc2N/C1=N\S(=O)(=O)c1ccc(C(=O)OCC)cc1	0%	3%	-20%
CCc1ccc(C(=O)NNc2ccc(C)c(Cl)c2)cc1	5%	-13%	u
CS(=O)(=O)Nc1cccc(NC(=O)C2Cc3c(-c4cccc(C(N)=O)c4)ccnc3O2)c1 (stereo not given)	x	-14%	-3%
Cc1ccc(S(=O)(=O)N2CCOCC2)cc1C(=O)NCCCN1CCCC1=O	x	0%	-14%
CCOC(=O)N1CCN(Cc2nc3cc(NC(=O)c4ccccc4Cl)ccc3n2C(C)C)CC1	1%	1.5µM*	1.5µM*
Cc1cccc(NC(=O)c2ccc(-c3ccccc3[N+](=O)[O-])o2)c1	4%	0%	u
Cc1ccc(C(c2nnnn2Cc2cccs2)N2CCN(Cc3ccc4c(c3)OCO4)CC2)cc1 (stereo not given)	2%	7.3µM*	9.2µM*
CCC(C)(C)C1CCC2(CC1)NC(=O)N(CC(=O)Nc1cc(C(F)(F)F)ccc1N1CCOCC1)C2=O (stereo not given)	0%	u	u
CCOC(=O)c1cn2nc(N3CCCC3)ccc2n1	x	-2%	-10%
Nn1c(SCc2cccc(Oc3ccccc3)c2)nnc1C(F)(F)F	0%	-1%	u
CCOc1ccc(C(=O)NCC2CCCO2)cc1 (stereo not given)	7%	-6%	2%
O=C(c1ccccc1F)N1CCN(c2ccccc2)CC1	5%	-2%	-5%
O=C(c1ccc(-n2cnnn2)cc1)N(C1CCCCC1)C1CCCCC1	-1%	0%	-21%

Complete entries, looked up by structure.
Profile of COc1cc(NC(=O)N2CCc3nc(NCc4cccc(Oc5ccccc5)c4)ncc3C2)cc(OC)c1OC → TDP1 block = x; TDP1 cell CPT = u; TDP1 cell noCPT = u
Profile of CCC(C)(C)C1CCC2(CC1)NC(=O)N(CC(=O)Nc1cc(C(F)(F)F)ccc1N1CCOCC1)C2=O (stereo not given) → TDP1 block = 0%; TDP1 cell CPT = u; TDP1 cell noCPT = u

Exported with two lines to a compound: 2 of the compounds above
The line under a structure holds: TDP1 block | TDP1 cell CPT | TDP1 cell noCPT
- CCc1ccc(C(=O)NNc2ccc(C)c(Cl)c2)cc1
    5% | -13% | u
- CS(=O)(=O)Nc1cccc(NC(=O)C2Cc3c(-c4cccc(C(N)=O)c4)ccnc3O2)c1 (stereo not given)
    x | -14% | -3%

Later entries:
SMILES	TDP1 block	TDP1 cell CPT	TDP1 cell noCPT
CCc1nc(Nc2ccc(NC(C)=O)cc2)c2oc3ccccc3c2n1	x	u	-17%
CN(N=Nc1ccccc1C(=O)O)C1CCCCC1	x	-11%	-27%
COc1cc([C@@H]2CC=C(C(=O)O)[C@H](c3ccc(F)cc3)N2S(=O)(=O)c2ccc(C)cc2)cc(OC)c1OC	4%	-8%	2%
Cc1cc(NC(=O)CSc2nc(C(C)C)nc3ccccc23)no1	-6%	u	u
CCCCSc1nc(C(=O)O)cc(=O)[nH]1	7%	-6%	18%
O=C1NCCN(Cc2ccc(Cl)c(F)c2)C1CC(=O)N1CCCCO1 (stereo not given)	10%	-11%	-23%
O=C(CSc1nccn1Cc1ccco1)Nc1ccc(F)cc1	3%&1%	-1%&-2%	-25%&1%
COCCN(Cc1nc2ccccc2c(=O)[nH]1)C(=O)c1cccc(S(=O)(=O)N2CCCC2)c1	2%	u	-4%
Cc1ccc(C(=O)O)cc1NC(=O)c1ccc(Cn2nc(C)c(Cl)c2C)o1	3%	8%	2%
COc1cc(-c2noc(C)c2C#CC2(O)CCCCC2)cc(OC)c1OC	x	u	21µM*
O=C(c1ccccc1)c1ccc(Oc2ncccn2)cc1	2%	0%	-8%
COC(=O)C1CCN(CC(=O)NC(=O)NC2CCCCC2)CC1	3%	-13%	-23%
COc1ccc(-c2c(C)[nH]n3c(=O)c(Cc4ccccc4)c(C)nc23)cc1	3%	13µM*	21µM*
COc1ccc(-c2nc(C(N)=O)c3[nH]c(=O)n(-c4ccccc4OC)c3n2)c(OC)c1	4%	u	16µM*
Cn1c(SCc2cc(=O)n3cc(Br)ccc3n2)nnc1C1COc2ccccc2O1 (stereo not given)	-10%	-20%	u
Cn1cc(C(N)=O)c2ccccc21	5%	18%	19%
CCOC(=O)C1(Cc2ccc(OC)cc2)CCN(C(=O)CN2CCCCC2=O)CC1	0%	5%	-16%
CC(C)NC(=O)CN1CCN(C(=O)c2ccc3oc(CCCc4ccccc4)nc3c2)CC1	5%	u	-6%
Cc1cc(C)c(S(=O)(=O)c2ccc(F)cc2)c(C)c1	x	-21%	u
O=C(c1ccc2nc[nH]c2c1)N1CCc2ccccc2C1	2%	2%	-29%
Cc1cc(C)nc(NS(=O)(=O)c2ccc(NC(=O)C3COc4ccccc4O3)cc2)n1 (stereo not given)	-4%	-4%	15%
O=S1(=O)C=C(SCc2ccccc2)Nc2ccccc21	4%	-24%	u
COc1ccc(C(C)=O)cc1COC(=O)CCCN1C(=O)c2ccccc2C1=O	-5%	6%	-2%
O=C(NNC(=O)c1ccccc1-n1cccc1)c1ccc(Cl)cc1	10%	5%	-11%
O=C(NCCc1ccccc1)C1COc2ccccc2O1 (stereo not given)	x	-8%	-24%
SMILES	TDP1 block	TDP1 cell CPT	TDP1 cell noCPT
COc1ccc(NC(=O)CCc2nc(-c3ccccc3F)no2)cc1	2%	u	2.6µM*
Cc1c(C)n(CC(O)CN2CCOCC2)c2ccccc12 (stereo not given)	-2%	-5%	-11%
CCc1c(O)nc(SCC(=O)Nc2ccc(OC)cc2)n(C2CCCCC2)c1=O	10%	-28%	-12%
S=c1[nH]c2ccccc2n1CCOc1ccccc1	x	-2%	0%
O=C(CSc1nnc(COc2ccccc2)o1)c1ccccc1	-1%	-15%	-16%
CCCc1c(C(=O)N/N=C(\C)c2ccccn2)nnn1-c1nonc1N	x	2.6µM*	1.6µM*
CC(=O)C[C@@H](O)CC(=O)[C@@H]1OC(=O)CC/C=C\Cc2ccccc21	-1%	4%	5%
Cc1ccccc1NC(=O)CN(C)S(=O)(=O)c1cccs1	-11%	0%	-6%
O=C(CSc1nc2ccccc2c(=O)[nH]1)N1CCCCCC1	6%	u	-26%
CCCCCCCCN1C(=O)[C@H](CC(=O)N2CCCCC2)C[C@@]2(C(=O)OC)CC(C)(C)CC=C12	x	8.2µM*	6.5µM*
CCCCOc1ccc(C(C)NC(=O)CCS(=O)(=O)Cc2ccc(C)cc2)cc1 (stereo not given)	-3%	-28%	u
O=S(=O)(c1ccc(-n2cnnn2)cc1)N1CCN(c2cccc(Cl)c2)CC1	2%	-10%	-10%
COC(=O)c1oc2c(c1C)C1(CCC2)SCCS1	-2%	u	u
CC(=O)Nc1c2c(nn1-c1cccc(Cl)c1)CS(=O)C2 (stereo not given)	9%	7%	-14%
CCCCC[C@@H](C)N1C[C@H](COCc2ccccc2)Oc2cc(N3CCC[C@H]3COC)ccc2S1(=O)=O	x	5.8µM*	6.5µM*
Cc1nn(Cc2ccccc2Cl)c2sc(C(=O)Nc3nccs3)cc12	0%	-19%	u
CC(=O)c1c(C)[nH]c(C(=O)CSc2nnc(C3CCCCC3)n2N)c1C	9%	18µM*	13µM*
COC(=O)c1cccc(NC(=O)C2COc3ccccc3O2)c1 (stereo not given)	7%	u	u
CSc1ncccc1C(=O)OCC(=O)Nc1ccc(C)c(S(=O)(=O)N2CCOCC2)c1	2%	u	13µM*
CC1CN(C(=O)c2cc(S(=O)(=O)N3CCCC3)c(Cl)cc2Cl)CC(C)O1 (stereo not given)	6%	13µM*	18µM*
CN1CCC(=NNC(=O)c2ccc(N(Cc3ccccc3Cl)S(C)(=O)=O)cc2)CC1	3%	-1%	-18%
CS(=O)(=O)c1ccc2nc(NC(=O)CCNC(=O)c3ccc([N+](=O)[O-])cc3)sc2c1	1%	3%	-16%
COc1cc(NC(=O)c2cc([N+](=O)[O-])ccc2N2CCOCC2)ccc1NC(=O)c1ccco1	4%	-27%	-14%
CN1CCN(S(=O)(=O)c2cc([N+](=O)[O-])ccc2Cl)CC1	-4%	-22%	-23%
